# Tb PYK inh: qHTS of Trypanosoma Brucei Inhibitors | pyruvate kinase (Trypanosoma brucei), Q57TT1 | Potency, µM (series often up to 76.8 µM), without a hit: at the top dose activity, negative = inhibition, most hits filed as inhibitors | TbPYK enzyme, Kinase-Glo Plus ATP luminescence, 45 min | 410,000 compounds, 0.12% hits | AID 624173, 2012; further: nearly all actives have a fitted effect of over 50% in size
#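 In this concentration-response screen, enzyme-free wells defined baseline while DMSO plates tracked drift. Each reaction combined TbPYK, substrate, compound and 130 uM ADP for 45 min at room temperature. Kinase-Glo Plus luminescence gave the signal.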
# Pf growth 48h: Primary qHTS for delayed death inhibitors of the malarial parasite plastid, 48 hour incubation | P. falciparum luciferase growth in erythrocytes, 48 h | Potency, µM (titrated, usually from 28.7 µM), inactives show at the top dose activity change, negative = inhibition, most hits filed as inhibitors | 310,000 compounds, 5.9% hits | AID 504832, 2011
#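 Luciferase-expressing parasites in RBCs, 2% Hct / 0.1% parasitemia final; RPMI 1640 + 0.5% Albumax; 37 C, 5% CO2, one generation; luminescence read-out, lower signal = inhibition.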
# Pf growth 96h: Primary qHTS for delayed death inhibitors of the malarial parasite plastid, 96 hour incubation; P. falciparum luciferase reporter growth, 96 h; Potency, µM (top dose mostly 28.7 µM), for the others: at the highest dose activity change, negative = inhibition, usual class: inhibitors; 320,000 compounds, 6.9% hits; AID 504834, 2011
#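 Cell-based qHTS: luciferase-tagged P. falciparum in erythrocytes (2% hematocrit, 0.05% parasitemia final) incubated with compounds for 96 hours, 37 C, 5% CO2; luciferase detection reagent then added and luminescence measured.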
# LmPK inhibitor: qHTS Assay for Inhibitors of Leishmania Mexicana Pyruvate Kinase (LmPK); 290,000 compounds, 0.37% hits; AID 1721, 2009; Potency, µM (top dose mostly 57.5 µM), for the others: top-dose activity change, negative = inhibition, actives largely listed as inhibitors; purified LmPK, Kinase-Glo ATP luminescence, 1 h
# Target sequence (Q27686 whole entry, looked up): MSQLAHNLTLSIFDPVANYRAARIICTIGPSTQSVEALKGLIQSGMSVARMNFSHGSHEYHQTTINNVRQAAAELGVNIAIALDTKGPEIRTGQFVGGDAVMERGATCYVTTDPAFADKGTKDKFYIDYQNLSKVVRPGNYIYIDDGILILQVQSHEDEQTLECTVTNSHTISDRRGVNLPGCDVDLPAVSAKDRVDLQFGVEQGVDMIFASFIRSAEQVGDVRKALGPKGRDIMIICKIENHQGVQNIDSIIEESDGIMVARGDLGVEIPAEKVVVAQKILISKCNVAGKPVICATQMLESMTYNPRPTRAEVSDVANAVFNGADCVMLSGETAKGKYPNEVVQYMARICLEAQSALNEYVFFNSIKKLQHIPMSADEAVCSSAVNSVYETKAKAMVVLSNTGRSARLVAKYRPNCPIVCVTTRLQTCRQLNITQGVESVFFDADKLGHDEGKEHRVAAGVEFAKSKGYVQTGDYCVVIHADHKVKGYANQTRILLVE
#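 ATP generated from ADP (0.1 mM) and PEP (0.5 mM) by 0.1 nM LmPK over 1 h at room temperature (pH 7.2 imidazole buffer) was detected by coupled luciferase luminescence. Values were normalized to uninhibited and no-enzyme wells.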
# HCV inh: qHTS Assay for Inhibitors of Hepatitis C Virus (HCV); Huh7.5.1 HCVcc-Cre infection, luciferase reporter, 44 h; Potency, µM (top dose mostly 41.8 µM), for the others: top-dose activity change, negative = inhibition, usual class: inhibitors; 340,000 compounds, 3.4% hits
#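 HCVcc-Cre virus at an moi near 0.5 was added right after compound to cells cultured 4 h from seeding (1,000 cells/well). Luciferase activity was determined 44 h later, 15 min after substrate addition at RT.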
# Sm TGR inh: qHTS Assay for the Inhibitors of Schistosoma Mansoni Peroxiredoxins. 360,000 compounds, 3% hits. AID 485364, 2010. purified TGR, DTNB reduction, TNB absorbance 405 nm. Schistosoma mansoni thioredoxin glutathione reductase (TGR), Q962Y6. Potency, µM (titrated, usually from 114 µM), without a hit: at the top dose activity change, negative = inhibition, most hits filed as inhibitors; further: nearly all actives have a fitted effect of over 60% in size
#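 First, TGR (20 nM dispensed) and NADPH were mixed with compound. Second, a 15 min room-temperature incubation followed. Third, further NADPH and then DTNB were added to start the reaction. Finally, TNB absorbance was monitored kinetically.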
# Numbers without * were called inactive; ? = inconclusive; . = no result given; & = joins results of further samples; [ ] = another dose, or the depositor's remark. The call rests on the fitted dose curve; in most records, active means well fitted curve in the direction sought with a large enough effect; inconclusive means small, poorly fitted or top-dose-only effect, or another doubt; inactive means no such curve, though single readings can be large; an effect the other way counts as inactive or inconclusive. On the % scale 0 is the no-effect control and ±100 the full control effect; potency means the concentration at half of the fitted maximal effect. Hits appear at their usual frequency (roughly 16% active in at least one column).
SMILES,Tb PYK inh,Pf growth 48h,Pf growth 96h,LmPK inhibitor,HCV inh,Sm TGR inh
CCOC(=O)C1=NNC(C(=O)c2ccc(C)cc2)C1c1ccc(C)cc1 (stereo unspecified),-4.2%,10.4µM*,21.6%,3.7%,-3.3%,1.4%
O=S(=O)(N1CCCCC1)n1nnc2ccccc21,0.6%,5.3%,.,1.1%,-5.5%,11.7%
CCOC(=O)/C(=N/Nc1ccc(C)cc1)S(=O)(=O)c1ccc(Cl)cc1,-9.5%,6.7%,.,-2.5%,-7.7%,-22.9%
NC1=NC2=C(CCCC2)C2(CCCCC2)S1,-4.6%,13.1µM*,212.9%[activator],3.5%,?,-1.1%
CCC1(C)Cc2c(sc3c2c(=O)n(C)c2nnc(SCc4ccc5c(c4)OCO5)n32)CO1 (stereo unspecified),-4.5%,-16.7%,19.2%,9.8%,?,-3.1%
Cc1cccc(NC(=O)c2ccc(Cl)nc2)n1,2.7%,54.6%[activator],103.0%[activator],-6.1%,-3.7%,-3.0%
CC(=O)C(C)n1cnc2scc(-c3ccc(C)cc3)c2c1=O (stereo unspecified),8.0%,-5.9%,-25.2%,-0.2%,-8.8%,0.3%
CC1c2cccn2CCN1S(=O)(=O)c1ccccc1 (stereo unspecified),-0.3%,-17.8%,-23.9%,.,0.2%,39.8µM*
O=[N+]([O-])c1ccccc1-c1ccc(/C=N/n2cnnc2)o1,-0.1%,9.8%,50.3%[activator],-6.1%,.,-7.2%
CCCOc1ccccc1/C=N/Nc1ccnc(=O)[nH]1,5.3%,?,-25.4%,-8.8%,?,-5.0%
O=C(Nc1cccc(-c2csc(Nc3ccccc3)n2)c1)c1ccccc1,-6.3%,30.8%[activator],15.9%,0.5%,?,11.4%
COc1ccc(CNC(=O)Nc2ccc(C)cc2C)cc1,-16.4%,0.0%,-9.9%,-3.9%,-0.2%,6.4%

# Given bar-delimited: twelve of the compounds above.
compound | Tb PYK inh | Pf growth 48h | Pf growth 96h | LmPK inhibitor | HCV inh | Sm TGR inh
CCOC(=O)C1=NNC(C(=O)c2ccc(C)cc2)C1c1ccc(C)cc1 (stereo unspecified) | -4.2% | 10.4µM* | 21.6% | 3.7% | -3.3% | 1.4%
O=S(=O)(N1CCCCC1)n1nnc2ccccc21 | 0.6% | 5.3% | . | 1.1% | -5.5% | 11.7%
CCOC(=O)/C(=N/Nc1ccc(C)cc1)S(=O)(=O)c1ccc(Cl)cc1 | -9.5% | 6.7% | . | -2.5% | -7.7% | -22.9%
NC1=NC2=C(CCCC2)C2(CCCCC2)S1 | -4.6% | 13.1µM* | 212.9%[activator] | 3.5% | ? | -1.1%
CCC1(C)Cc2c(sc3c2c(=O)n(C)c2nnc(SCc4ccc5c(c4)OCO5)n32)CO1 (stereo unspecified) | -4.5% | -16.7% | 19.2% | 9.8% | ? | -3.1%
Cc1cccc(NC(=O)c2ccc(Cl)nc2)n1 | 2.7% | 54.6%[activator] | 103.0%[activator] | -6.1% | -3.7% | -3.0%
CC(=O)C(C)n1cnc2scc(-c3ccc(C)cc3)c2c1=O (stereo unspecified) | 8.0% | -5.9% | -25.2% | -0.2% | -8.8% | 0.3%
CC1c2cccn2CCN1S(=O)(=O)c1ccccc1 (stereo unspecified) | -0.3% | -17.8% | -23.9% | . | 0.2% | 39.8µM*
O=[N+]([O-])c1ccccc1-c1ccc(/C=N/n2cnnc2)o1 | -0.1% | 9.8% | 50.3%[activator] | -6.1% | . | -7.2%
CCCOc1ccccc1/C=N/Nc1ccnc(=O)[nH]1 | 5.3% | ? | -25.4% | -8.8% | ? | -5.0%
O=C(Nc1cccc(-c2csc(Nc3ccccc3)n2)c1)c1ccccc1 | -6.3% | 30.8%[activator] | 15.9% | 0.5% | ? | 11.4%
COc1ccc(CNC(=O)Nc2ccc(C)cc2C)cc1 | -16.4% | 0.0% | -9.9% | -3.9% | -0.2% | 6.4%

# Remaining list, next part
SMILES,Tb PYK inh,Pf growth 48h,Pf growth 96h,LmPK inhibitor,HCV inh,Sm TGR inh
OCc1ccccc1O,-2.8%,-8.3%,?,.,.,.
O=C(O)c1cccc(NS(=O)(=O)c2ccc(-c3ccc(S(=O)(=O)Nc4cccc(C(=O)O)c4)cc3)cc2)c1,5.4%,25.7%,5.5%,-6.1%,27.1%,-5.9%
CC1(C)[C@@H](OC(=O)CCC(=O)O)CC[C@@]2(C)[C@H]1CC[C@@]1(C)[C@H]2C(=O)C=C2[C@H]3C[C@](C)(C(=O)O)CC[C@]3(C)CC[C@@]21C,-6.5%[33.2 µM],4.4%[12.8 µM],-0.1%[12.8 µM],.,.,.
COc1ccccc1/C=C/C(=O)Nc1ccc(N2CCOCC2)cc1,0.9%,3.5%,-11.1%,-0.1%,?,3.8%
O=C(NCc1cccnc1)Nc1ccc(Br)cc1Cl,1.8%,4.7%,4.6%,-2.9%,-7.5%,-3.0%
CCOC(=O)c1ccc2c(c1)N(Cc1ccccc1C)C(=O)c1ccccc1S2=O (stereo unspecified),-0.7%,-4.7%,1.8%,2.4%,?,-2.8%
COc1ccccc1C(=O)Nc1ccc(-c2nnc(SCC(=O)O)n2C)cc1,-22.6%,-21.1%,?,-8.3%,10.1%,4.5%
COc1ccccc1N1CCN(c2cc(=O)n(Cc3ccc(F)cc3)c(=O)[nH]2)CC1,-8.0%,-27.9%,?,7.4%,?,4.4%
CCn1c(SCC(=O)N2CCc3ccccc32)nnc1-c1ccncc1,-20.2%,3.7%,57.8%[activator],-2.7%,0.5%,-3.3%
COC(=O)c1sc(S(=O)(=O)Nc2c(C)nn(C)c2C)c(C(=O)OC)c1C,2.6%,?,4.4%,.,-7.4%,-5.2%
NC1=NC(=O)C2(COC(c3ccccc3Cl)OC2)S1 (stereo unspecified),0.5%,2.7%,?,-1.8%,-2.3%,-3.9%
CN1CCN(C(=O)c2ccc(N3CCCC3=O)cc2)CC1,0.4%,.,38.1%[activator],-0.2%,15.2%,-1.5%
O=[N+]([O-])c1cccc(S(=O)(=O)NCC2CC3CCC2C3)c1 (stereo unspecified),-4.0%,-18.9%,?,4.5%,10.1%,-31.4%
COc1ccc(N2CCN(CCNC(=O)c3c(C)cc(=O)oc3C)CC2)cc1,-1.4%,11.7µM*,?,-3.6%,-2.1%,-17.1%
Cc1ccc2cc(C(c3nnnn3CC3CCCO3)N3CCc4ccccc4C3)c(=O)[nH]c2c1 (stereo unspecified),0.0%,?,150.6%[activator],1.6%,-16.3%&-9.5%,?
COc1ccc(OC)c(CN2CCN(Cc3cc(=O)oc4cc(O)ccc34)CC2)c1,-1.6%,3.7µM*,2.62µM*,3.9%,-5.2%,-16.5%
COc1ccc(N(CC(=O)N/N=C/c2ccc(OC3CSC3)cc2)S(=O)(=O)c2ccccc2)cc1,-1.2%,-15.6%,?,2.3%,?,1.4%
COc1cccc(CN(C)C(=O)C2CCN(S(=O)(=O)c3ccc(C)cc3)CC2)c1OC,-0.3%,13.1µM*,11.7µM*,.,4.0%,-1.2%
CCc1ccc(-c2cc3c(=O)n(CC(=O)NCCN4CCCCC4C)nc(C)n3n2)cc1 (stereo unspecified),-5.2%,?,-12.7%,-1.5%,11.2µM*,-5.3%
Cc1oc(-c2ccoc2)nc1CN(Cc1ccccc1)CC1CC1,-10.4%,?,?,18.5%,-10.8%,?
CCOC(=O)/C(C)=C1\NC(C)(C)Cc2ccccc21,?,?,?,12.5%,13.9%,2.3%
Cc1sc2ncnc(SCC(=O)N3c4ccccc4Sc4ccc(Cl)cc43)c2c1C,-8.5%,-9.9%,-19.1%,3.2%,9.4%,-29.3%
Cc1ccc(-n2cc(C(=O)c3ccc4ccccc4c3O)cn2)cc1,2.0%,10.3%,45.9%[activator],2.7%,6.8%,-17.6%
Cc1cccc(-n2ncc3c(NCc4cccs4)ncnc32)c1,3.1%,51.2%[activator],12.2%,3.1%,-29.9%,11.8%
O=C(c1cc([N+](=O)[O-])ccc1Cl)N1CCN(c2ccccn2)CC1,-13.0%,36.0%[activator],?,-3.6%,-15.4%,-12.4%
Cc1cccc(C)c1OCc1nc2ccccc2c(=O)n1/N=C/c1ccc(OCC(=O)O)cc1,-11.4%,-2.5%,-13.8%,5.2%,14.6%,3.1%
Cc1cc(C(=O)N(C)C2CCCCC2)no1,0.1%,6.3%,30.0%,-3.8%,16.1%,-0.2%
CCOC(=O)COc1c(OC)cc(Cl)cc1C1Nc2ccccc2C(=O)N1c1cccc(C)c1 (stereo unspecified),-1.3%,?,?,-1.7%,?,-9.1%
O=C(CN1C(=O)C2C3C=CC(C3)C2C1=O)Nc1cccc2c1CCCC2 (stereo unspecified),2.6%,25.2%,-17.6%,1.4%,?,-27.1%
COc1ccc(S(=O)(=O)Nc2cccc(C)c2C)c2cccnc12,6.6%,11.0%,22.5%,10.6%,-6.2%,13.6%
Cc1cc(C)nc(NS(=O)(=O)c2ccc(NC(=O)C(C)C)cc2)n1,-2.2%,21.4%,-19.9%,8.0%,8.8%,0.9%
O=C(NCC(c1ccc(F)cc1)N1CCOCC1)c1cccnc1Sc1ccccc1 (stereo unspecified),2.6%,?,?,.,?,5.8%
COC(=O)c1cccc(NC(=O)CCSc2ccc(Cl)cc2)c1C,-0.3%,41.8%[activator],?,5.1%,-1.0%,-23.6%
Cc1cccc(NC(=O)c2ccc(OCC3CCCO3)cc2)c1C (stereo unspecified),-10.7%,13.2%,32.2%[activator],-6.0%,-6.0%,0.0%
O=[N+]([O-])c1ccc(CN2CCC(Cc3ccccc3)CC2)cc1,5.6%,?,?,-6.9%,-3.2%,14.3%
CCOc1ccc(C(=O)NNC(=O)C2CC(=O)N(c3ccc(C)cc3)C2)cc1 (stereo unspecified),0.5%,0.0%,9.9%,.,-21.5%,-1.8%
Cc1ccc(C(=O)Nc2cccnc2)cc1S(=O)(=O)N1CCCCCC1,-6.6%,?,?,0.6%,.,0.7%
C/C(=C/c1ccccc1)C(=O)N1CCN(c2ccccc2)CC1,4.0%,4.2%,-16.0%,3.7%,-14.2%,-0.4%
CC(=O)/C(N=Nc1ccc(OC(F)(F)F)cc1)=C(\C)O,-6.8%,22.3%,-7.0%,-3.1%,3.4%,29.2%
O=C(Nc1ccc(F)cc1)C1=CC(=O)N2CCN=C2S1,.,?,0.0%,1.3%,.,?
COc1ccc(-c2nc(CS(=O)(=O)CC(=O)NCc3cccc(OC)c3OC)c(C)o2)cc1,5.6%,23.8%,?,5.5%,?,-25.2%
CN(C)c1ccc(/C(=N\O)C(F)(F)F)cc1,-11.2%,13.5%,-4.2%,3.0%,?,0.0%
CCNS(=O)(=O)c1ccc2c(c1)NCC2,-4.3%,11.0%,-0.8%,-1.3%,5.9%,-1.0%
NC(=O)C1CCN(C(=O)C2CC(=O)N(c3ccc(F)cc3)C2)CC1 (stereo unspecified),4.9%,12.8%,21.5%,-6.2%,-8.3%,-15.7%
COCC(=O)N(Cc1cc2ccc(C)c(C)c2n2nnnc12)C1CCCC1,1.0%,1.2%,?,-2.7%,?,42.4%[activator]
N#CC1=C(N)Oc2n[nH]c(CSc3ccccc3)c2C12C(=O)Nc1ccccc12 (stereo unspecified),4.9%,-6.7%,.,-5.6%,-3.8%,-3.3%

# Assay outcomes (PubChem BioAssay)
